Tat transport: E. coli Tat transport inhibition; inhibition, % at 10 µM; AID 488895; 340,000 compounds, 0.036% hits; E. coli MC4100 TorA-mCherry Tat export, fluorescence;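 active = mean replicate inhibition at least 50% and at least half of replicates individually reaching 50%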;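 note: exported cargo escapes ClpAP degradation while cytoplasmic cargo is degraded and loses fluorescence; 0% = median of neutral control wells and 100% = median of NaSCN control wells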
OPRM1-OPRD1 inv: mu-delta opioid heterodimer inverse agonism; 340,000 compounds, 0.21% hits; AID 504357; cell-based MOR-DOR heterodimer luminescence; P35372+P41143; inhibition, % at 9.3 µM; in the data active = inhibition above about 22%, passing the limit was not always enough;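 note: 0% = cells with DMSO and 100% = wells without cells with DMSO; values of inactives mirror those of a sister screen read the other way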
MOR-DOR ag: OPRM1-OPRD1 heterodimerization agonism; 340,000 compounds, 0.3% hits; P35372+P41143; cells, luminescence; AID 504326; activation, % at 9.3 µM; in the data active = activation above about 18%;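 note: 0% = vehicle-treated cells and 100% = reference agonist; values of inactives mirror those of a sister screen read the other way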
Pemphigus Ab inh: blocks pemphigus antibody binding to human desmoglein-3. 310,000 compounds, 0.48% hits. binding (percent of control), % at 10 µM. P32926. DSG3-coupled beads, scFv-anti-DSG3-GFP binding, flow cytometry; active compounds read low;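 active = binding more than 3 SD below its plate's average and above zero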;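 note: hits lower antibody fragment binding to DSG3; some compounds called inactive have numbers as strong as hits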
Target sequence (P32926 whole entry, looked up, the tested form may be a part): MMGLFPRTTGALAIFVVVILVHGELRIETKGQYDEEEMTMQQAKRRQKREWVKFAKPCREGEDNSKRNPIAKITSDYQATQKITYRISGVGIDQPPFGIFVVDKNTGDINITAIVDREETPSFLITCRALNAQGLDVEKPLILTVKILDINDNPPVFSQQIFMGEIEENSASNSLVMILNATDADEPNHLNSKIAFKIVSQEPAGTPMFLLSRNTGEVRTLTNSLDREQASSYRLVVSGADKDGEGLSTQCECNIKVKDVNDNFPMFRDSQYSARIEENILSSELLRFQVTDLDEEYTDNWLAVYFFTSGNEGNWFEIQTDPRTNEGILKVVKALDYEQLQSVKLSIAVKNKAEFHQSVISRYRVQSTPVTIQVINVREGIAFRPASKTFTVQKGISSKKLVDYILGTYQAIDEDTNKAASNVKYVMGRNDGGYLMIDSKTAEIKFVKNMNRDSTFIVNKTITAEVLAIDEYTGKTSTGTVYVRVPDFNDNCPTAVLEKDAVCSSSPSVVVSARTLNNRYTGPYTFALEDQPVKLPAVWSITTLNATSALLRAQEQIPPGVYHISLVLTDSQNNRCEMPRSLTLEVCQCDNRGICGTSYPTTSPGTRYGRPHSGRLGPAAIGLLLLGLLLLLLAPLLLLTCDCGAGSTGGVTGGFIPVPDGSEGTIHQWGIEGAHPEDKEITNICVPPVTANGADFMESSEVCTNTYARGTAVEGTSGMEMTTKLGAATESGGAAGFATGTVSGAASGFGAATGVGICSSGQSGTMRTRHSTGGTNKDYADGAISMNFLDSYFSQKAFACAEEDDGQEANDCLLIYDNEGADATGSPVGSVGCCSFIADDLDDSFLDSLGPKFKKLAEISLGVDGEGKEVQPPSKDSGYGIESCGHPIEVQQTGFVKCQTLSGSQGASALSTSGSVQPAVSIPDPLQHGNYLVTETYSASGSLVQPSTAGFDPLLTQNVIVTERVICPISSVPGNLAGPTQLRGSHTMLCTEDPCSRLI
Ecoli viability: reduces bacterial viability in AddAB counter-screen | E. coli V3065 growth, OD600 absorbance, 18 h | inhibition, % at 11.9 µM | 330,000 compounds, 0.27% hits;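 active = inhibition above the campaign's mean inhibition across all tested compounds plus 3 SD, cut at about 9.9% in these data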;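 note: uninfected addAB+ strain grown without phage in ampicillin broth; 0% = DMSO wells and 100% = ciprofloxacin 0.95 µg/ml wells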
PfHsp90 yeast 2: growth inhibition of yeast expressing Plasmodium Hsp90; S. cerevisiae expressing PfHsp90, BacTiter-Glo ATP, 48 h; yeast lacking PDR1 and PDR3 efflux regulators; inhibition, % at 9.4 µM; 310,000 compounds, 0.32% hits; AID 504621;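 active = every replicate shows inhibition above about 80%, whatever the replicate mean, limit read from the data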;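 note: 0% = DMSO neutral controls and 100% = 20 µM radicicol positive controls; yeast relying on Plasmodium falciparum Hsp90 in place of its own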
phage Ecoli inh: E. coli growth loss with phage present | inhibition, % at 11.9 µM | 360,000 compounds, 0.26% hits | growth absorbance; in the data active = inhibition above about 11%
Arrestin-AP2 inh: human beta-arrestin and AP2 interaction inhibition. FITC-arrestin peptide / GST-AP2 beads, flow cytometry; AP2 beta2 appendage carries R879A mutation. inhibition, % at 10 µM. 340,000 compounds, 0.31% hits;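 active = inhibition above a set limit, near 3 SD of compounds lacking own fluorescence, cut at about 54% in these data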;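 note: plate controls were DMSO wells for no effect and 5 µM unlabelled arrestin peptide for full effect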
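System: GST-AP2 R879A bound to glutathione beads, E. coli-expressed. Also added: 50 nM FITC-arrestin peptide. Schedule: compound with beads 12 min RT, then probe 1 h RT. Signal: bead flow cytometry, FITC channel. Read-out basis: percent response.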
PKA-R1A activ: PKA-R1A complex activation. PKA-R1A dissociation, Cy5-IP20 fluorescence polarization; scaled: DMSO 0%, 113 µM cGMP 100%. activation, % at 11.4 µM. 340,000 compounds, 0.083% hits. P00514+P68181;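 active = percent activation above the mean of all tested compounds plus 3 SD, cut at about 19% in these data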;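 note: higher means more PKAc released from R1A so a rise in polarization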
SUMO Mot1 rescue: SUMOylation pathway inhibition by Mot1-301 growth rescue. S. cerevisiae Mot1-301 growth rescue, ATP luminescence, 38.5C; percent above DMSO median, 100 means doubled. growth rescue, % at 18.8 µM. 320,000 compounds, 1% hits;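 active = every valid replicate shows activation above 250% relative to neutral control wells; inactive = the rest, any valid replicate at or below 250%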;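 note: OY570 slx delta 5 strain wells were the positive control but not used for scaling; some compounds called inactive have numbers as strong as hits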
AddAB inh: less growth of phage-infected E. coli with AddAB | E. coli expressing H. pylori AddAB, absorbance growth | inhibition, % at 11.9 µM | 330,000 compounds, 0.29% hits | AID 435030; in the data active = inhibition above about 12%;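 note: 0% = vehicle wells of infected cells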
An asterisk follows results filed as active; nt = not tested or not shown.

A first look, 6 compounds:
SMILES	Tat transport	OPRM1-OPRD1 inv	MOR-DOR ag	Pemphigus Ab inh	Ecoli viability	PfHsp90 yeast 2	phage Ecoli inh	Arrestin-AP2 inh	PKA-R1A activ	SUMO Mot1 rescue	AddAB inh
CC(C)(C)NC(=O)/C=C/c1ccc(C(F)(F)F)cc1	-1	19	-3.7	85	1.4	-13	3.4	5	-2	-34	3.4
COc1ccc(N=C2SC(C(N)=O)CC(=O)N2CCc2ccc(OC)c(OC)c2)cc1 (centres undefined)	9	10	-1.8	112	2.1	11	4.7	3	2	233	0.7
O=C1CSC(c2cccnc2)N1c1ccccc1 (centres undefined)	-10	6	-1.2	97	1.0	-10	2.2	11	-2	5	5.2
Cc1nc(NC(=O)c2ccccc2O)sc1C	0	15	-3.3	nt	1.6	-15	4.9	-2	3	600	1.2
O=C(O)COc1cnc2ccccc2n1	-13	15	-3.1	121	-1.5	-5	4.8	-3	-15	-1	5.6
NCC(O)COc1ccc2c(c1)OCO2 (centres undefined)	1	5	-1.3	nt	1.3	0	-0.4	13	-1	-5	2.7

Results, repeating the preview:
SMILES	Tat transport	OPRM1-OPRD1 inv	MOR-DOR ag	Pemphigus Ab inh	Ecoli viability	PfHsp90 yeast 2	phage Ecoli inh	Arrestin-AP2 inh	PKA-R1A activ	SUMO Mot1 rescue	AddAB inh
CC(C)(C)NC(=O)/C=C/c1ccc(C(F)(F)F)cc1	-1	19	-3.7	85	1.4	-13	3.4	5	-2	-34	3.4
COc1ccc(N=C2SC(C(N)=O)CC(=O)N2CCc2ccc(OC)c(OC)c2)cc1 (centres undefined)	9	10	-1.8	112	2.1	11	4.7	3	2	233	0.7
O=C1CSC(c2cccnc2)N1c1ccccc1 (centres undefined)	-10	6	-1.2	97	1.0	-10	2.2	11	-2	5	5.2
Cc1nc(NC(=O)c2ccccc2O)sc1C	0	15	-3.3	nt	1.6	-15	4.9	-2	3	600	1.2
O=C(O)COc1cnc2ccccc2n1	-13	15	-3.1	121	-1.5	-5	4.8	-3	-15	-1	5.6
NCC(O)COc1ccc2c(c1)OCO2 (centres undefined)	1	5	-1.3	nt	1.3	0	-0.4	13	-1	-5	2.7
Cc1ccc(NC(=O)C2CC(O)CN2C(=O)OCc2ccccc2)cc1C (centres undefined)	-7	23	-4.5	101	nt	15	0.5	-3	-1	nt	nt
Cc1ccc(CN(CC(O)COc2cccc3[nH]cc(C)c23)C(C)(C)C)cc1 (centres undefined)	6	-29	6.1	99	1.6	13	2.5	-2	3	-5	-0.5
Cc1cccc(OC(C)C(=O)Nc2ccccc2C(=O)N2CCCCC2)c1 (centres undefined)	-1	5	-0.8	110	2.6	-17	3.1	19	-12	16	0.1
O=C(NCCc1c[nH]c2ccccc12)/C(=C\c1cccnc1)NC(=O)c1cccs1	-4	16	-3.1	107	0.3	10	2.6	5	-2	-18	-0.6
CCOC(=O)/C(=N\Nc1ccccc1)P(=O)(c1ccccc1)c1ccccc1	7	9	-1.9	nt	0.2	2	0.7	9	-5	3	-1.3
O=C(c1ccncc1)N1N=C(c2ccc(Cl)cc2)CC1c1ccccc1O (centres undefined)	1	-2	0.4	nt	-0.8	-14	0.9	-13	-1	45	-0.4
COc1cc(/C=C/C(=O)c2ccc(F)cc2)cc(OC)c1OC	1	12	-2.5	111	0.3	11	-1.8	-22	0	29	0.4
CN(C(=O)COC(=O)C1CCN(S(=O)(=O)c2ccc3c(c2)OCCO3)CC1)c1ccccc1	9	13	-2.5	100	0.9	-4	0.2	1	-4	877	0.3
Cc1ccc(C(=O)Nc2ccccc2C(=O)NCc2ccco2)cc1S(=O)(=O)N1CCCCC1	-1	4	-0.7	nt	3.5	nt	0.9	1	-2	-11	3.1
O=C(CSc1n[nH]c(-c2ccco2)n1)Nc1ccc(Br)cc1	-4	17	-3.0	112	3.1	-11	3.7	1	7	-13	2.6
CCn1c(=O)n(CC)c2cc(N3CCCC3)c(NC(=O)c3ccc(C)c([N+](=O)[O-])c3)cc21	-1	1	-0.2	101	0.7	-16	-0.9	70*	2	-11	1.2
Cn1c(CSc2nc3ccc(Br)cc3[nH]2)nc2ccccc21	-5	0	-0.1	106	3.0	22	2.5	24	-6	1	-1.4
CCN1CCN(C(=O)/C=C/c2ccc(OC)c(OC)c2)CC1	1	14	-2.7	109	-3.2	12	1.3	10	-10	-4	-0.2
COC(=O)Cc1c(C)c2ccc(OC3CCCCC3=O)c(C)c2oc1=O (centres undefined)	-8	9	-1.9	101	-0.7	9	2.1	-3	-2	-24	0.2

Two entries drawn at random from those above, as already listed:
SMILES	Tat transport	OPRM1-OPRD1 inv	MOR-DOR ag	Pemphigus Ab inh	Ecoli viability	PfHsp90 yeast 2	phage Ecoli inh	Arrestin-AP2 inh	PKA-R1A activ	SUMO Mot1 rescue	AddAB inh
Cc1ccc(C(=O)Nc2ccccc2C(=O)NCc2ccco2)cc1S(=O)(=O)N1CCCCC1	-1	4	-0.7	nt	3.5	nt	0.9	1	-2	-11	3.1
O=C(NCCc1c[nH]c2ccccc12)/C(=C\c1cccnc1)NC(=O)c1cccs1	-4	16	-3.1	107	0.3	10	2.6	5	-2	-18	-0.6

Arrestin-AP2 inh, entries above that show a hit.
SMILES	Tat transport	OPRM1-OPRD1 inv	MOR-DOR ag	Pemphigus Ab inh	phage Ecoli inh	Arrestin-AP2 inh	PKA-R1A activ	SUMO Mot1 rescue	AddAB inh
CCn1c(=O)n(CC)c2cc(N3CCCC3)c(NC(=O)c3ccc(C)c([N+](=O)[O-])c3)cc21	-1	1	-0.2	101	-0.9	70*	2	-11	1.2

(list continues)
SMILES	Tat transport	OPRM1-OPRD1 inv	MOR-DOR ag	Pemphigus Ab inh	Ecoli viability	PfHsp90 yeast 2	phage Ecoli inh	Arrestin-AP2 inh	PKA-R1A activ	SUMO Mot1 rescue	AddAB inh
O=C(O)[C@H](Cc1ccccc1)NC(=O)N1CCN(c2ccc(F)cc2)CC1	-3	12	-2.2	98	-0.9	21	-4.5	-2	1	9	0.7
CCCCOc1ccc(NC2=NC3(CCCC3)N=C(N)N2)cc1	-2	17	-2.7	nt	-1.1	42	2.1	-12	-3	0	0.3
CCOC(=O)N1CCN(c2nc3ccccc3n3cnnc23)CC1	5	14	-2.8	98	-0.1	-17	2.1	-17	2	19	0.7
Cc1noc2ncnc(N3CCN(c4cccc(Cl)c4)CC3)c12	1	-9	1.8	90	2.1	-24	2.4	16	7	149	3.9
O=C(NCCc1ccccc1)C1CCC(=O)N1CCc1ccccc1 (centres undefined)	-8	1	-0.3	116	-1.6	8	2.5	11	4	8	-0.2
Cc1ccc2cc(CCNC(=O)c3cccs3)c(=O)[nH]c2c1	3	22	-4.2	94	1.9	-5	3.6	19	-4	-29	0.8
COc1ccc(/C=N/NC(=O)COc2ccc(Cl)cc2Cl)cc1Cn1nc(C)cc1C	1	-194	28*	107	-1.7	-4	2.3	10	-5	5	-0.4
Cc1cccc(N(C(=O)CNC(=O)c2ccco2)C(C(=O)NCC2CCCO2)c2ccccc2)c1 (centres undefined)	8	14	-2.8	102	-2.0	22	5.4	34	2	-6	0.2
O=C(CCn1c(=O)oc2ccccc21)Nc1nccs1	9	11	-2.0	97	0.6	2	3.9	-5	-13	43	0.4
Cc1ccc(C(=O)Oc2cccc(NC(=O)c3cccs3)c2)cc1S(=O)(=O)N1CCOCC1	-1	5	-1.2	nt	2.3	-50	2.1	-3	7	60	1.1
O=C(COC(=O)c1ccc([N+](=O)[O-])cc1)Nc1ccc(Cl)cn1	0	2	-0.4	119	0.6	10	2.9	14	-8	66	3.1
Cc1ccc(Nc2nnc(SCc3ccccc3)s2)cc1	1	-29	4.8	92	-0.5	4	2.1	-4	-10	-1	3.4
c1ccc(-c2nc[nH]c2-c2ccccc2)cc1	-4	-21	3.9	106	-1.2	-6	3.0	-2	-3	nt	0.3
O=C(O)Cc1ccc(NS(=O)(=O)c2c(Cl)cccc2Cl)cc1	-9	3	-0.7	114	1.9	nt	1.7	16	0	350	-0.4
COc1ccc(NC(=S)NC(=O)c2cccnc2)cc1	-7	19	-3.7	114	-2.6	-19	1.5	36	-8	-9	1.0
O=C1OC(CC(=O)N(Cc2nnc(-c3ccccc3Cl)o2)C2CC2)c2ccccc21 (centres undefined)	-3	16	-3.0	99	0.5	9	0.6	9	-8	-13	-0.3
Cc1nc2cc(NC(=O)COc3ccc(C#N)cc3)ccc2n1-c1ccccc1	1	11	-1.8	nt	-1.3	nt	3.1	19	-3	25	-3.0
CCC(C)(C)n1nnnc1C(c1ccc(OC)cc1)N1CCN(C(=O)c2ccco2)CC1 (centres undefined)	-3	4	-0.7	97	-2.5	21	0.6	-6	-10	7	0.3
Cc1ccc(-c2nn3c(C)nnc3s2)cc1NCc1c(F)cccc1Cl	1	-7	1.3	101	-1.2	-6	0.1	26	9	5	1.1
C#CCn1c(=NC(=O)c2sc3ccccc3c2Cl)sc2cc(S(N)(=O)=O)ccc21	-8	8	-1.5	109*	0.8	-68	0.9	-15	5	-11	4.8
CC(C)CC1C2C(=O)N(c3ccccc3)C(=O)C2ON1c1ccccc1 (centres undefined)	0	0	-0.1	nt	1.7	15	1.9	7	-5	12	-1.6
CCC(Sc1nc(N)c(NC(=O)c2ccco2)c(=O)[nH]1)C(=O)O (centres undefined)	2	7	-1.3	104	3.6	-6	1.1	-1	1	-9	2.0
CCOc1cc(CNCCO)cc(Br)c1OCc1cccs1	2	-18	3.4	103	-1.0	-9	nt	-5	1	-4	0.5
O=C1CCN(S(=O)(=O)c2ccc(Cl)cc2)N1	-8	17	-3.1	101	0.6	nt	2.0	-3	-3	-17	2.6
O=C(Nc1ccc(Br)cc1Br)c1cccc2c1C(=O)N(C1CCCCC1)C2	-7	14	-2.7	98	-0.4	-14	3.6	10	12	-15	0.3
CCCCNC(=S)N1CCN(Cc2ccc3c(c2)OCO3)CC1	0	6	-1.2	103	-1.5	14	4.7	-1	0	25	0.9
N#CCc1cc2ccc3cccc4ccc(c1)c2c34	-8	-20	4.1	nt	0.2	-3	3.8	35	-9	134	-0.7
CCOc1ccc2nc(NC(=O)C(CCSC)NS(=O)(=O)c3cccs3)sc2c1 (centres undefined)	14	2	-0.6	102	-1.3	-11	nt	22	6	-5	1.6
Cc1ccc(OCc2n[nH]c(=S)n2Cc2ccccc2)cc1	-7	-17	3.5	116	1.5	5	2.3	-46	0	-9	0.1
Cc1cccc(NC(=O)C2CC2c2ccccc2)c1C (centres undefined)	-3	0	0.0	100	0.6	-1	1.2	5	2	-1	2.2
Cc1cccc(COc2ccc(/C=N/NC(=O)c3nnn(-c4nonc4N)c3CN3CCCCC3)cc2)c1	2	-13	2.5	103	0.0	11	3.0	-10	-6	16	-0.8
CCCC(C(=O)Nc1cccc(S(=O)(=O)N2CCCC2)c1)c1ccccc1 (centres undefined)	16	-15	2.3	8.0*	2.0	16	3.1	28	-4	11	-0.2

Source: PubChem BioAssay
